NCOA2 inhibitor: inhibits human steroid receptor coactivator 2; AID 651957; inhibition, % at 9 µM; HEK293 GAL4-SRC2 luciferase reporter, luminescence; Q15596; 370,000 compounds, 0.17% hits;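 active means inhibition above the mean inhibition of all tested compounds plus 3 SD, set per campaign, cut at about 52% in these data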;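 further: 0% = DMSO treated cells and 100% = cells given Gossypol at 36 µM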
Target sequence (Q15596 whole entry, looked up, the tested form may be a part): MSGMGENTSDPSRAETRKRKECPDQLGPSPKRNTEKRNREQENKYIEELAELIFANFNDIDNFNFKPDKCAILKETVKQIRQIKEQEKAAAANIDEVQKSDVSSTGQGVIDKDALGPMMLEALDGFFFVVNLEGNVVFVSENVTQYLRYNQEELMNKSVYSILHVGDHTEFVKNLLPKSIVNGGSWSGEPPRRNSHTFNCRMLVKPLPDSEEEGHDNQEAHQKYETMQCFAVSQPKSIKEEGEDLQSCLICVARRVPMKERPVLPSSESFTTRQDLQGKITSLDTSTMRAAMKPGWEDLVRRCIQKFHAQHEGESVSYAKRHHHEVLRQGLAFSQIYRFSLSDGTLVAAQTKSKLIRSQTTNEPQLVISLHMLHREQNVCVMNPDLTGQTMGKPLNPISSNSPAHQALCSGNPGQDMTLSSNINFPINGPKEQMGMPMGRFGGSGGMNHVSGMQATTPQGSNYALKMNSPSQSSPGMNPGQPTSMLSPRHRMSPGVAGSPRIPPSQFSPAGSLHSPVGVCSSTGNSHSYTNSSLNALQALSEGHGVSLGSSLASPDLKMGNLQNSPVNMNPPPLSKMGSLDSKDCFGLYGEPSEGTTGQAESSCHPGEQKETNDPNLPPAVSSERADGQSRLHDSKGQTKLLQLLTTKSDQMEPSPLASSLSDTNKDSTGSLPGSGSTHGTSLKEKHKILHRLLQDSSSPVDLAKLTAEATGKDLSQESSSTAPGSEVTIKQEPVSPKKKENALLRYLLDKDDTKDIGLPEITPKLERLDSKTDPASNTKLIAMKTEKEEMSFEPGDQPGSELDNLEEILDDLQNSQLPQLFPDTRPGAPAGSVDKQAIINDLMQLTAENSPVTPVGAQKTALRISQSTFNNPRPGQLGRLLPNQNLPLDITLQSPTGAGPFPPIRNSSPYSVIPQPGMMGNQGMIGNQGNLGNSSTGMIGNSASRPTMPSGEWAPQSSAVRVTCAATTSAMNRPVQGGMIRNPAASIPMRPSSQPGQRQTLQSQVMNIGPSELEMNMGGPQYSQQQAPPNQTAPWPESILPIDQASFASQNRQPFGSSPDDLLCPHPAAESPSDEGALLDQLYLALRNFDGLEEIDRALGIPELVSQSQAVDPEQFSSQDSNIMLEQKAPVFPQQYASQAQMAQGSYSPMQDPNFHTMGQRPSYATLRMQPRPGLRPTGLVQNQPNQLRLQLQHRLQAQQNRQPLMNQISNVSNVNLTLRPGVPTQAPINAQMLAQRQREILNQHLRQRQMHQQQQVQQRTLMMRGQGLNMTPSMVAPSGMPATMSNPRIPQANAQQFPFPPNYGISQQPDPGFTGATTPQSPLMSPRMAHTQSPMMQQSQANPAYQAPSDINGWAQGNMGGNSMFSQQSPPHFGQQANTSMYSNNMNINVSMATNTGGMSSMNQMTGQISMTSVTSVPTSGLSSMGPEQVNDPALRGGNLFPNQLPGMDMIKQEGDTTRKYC
HTR2A ag: activates the mouse 5-HT2A serotonin receptor | activation, % at 7.6 µM | 360,000 compounds, 0.66% hits | CHO-K1 mHTR2A beta-arrestin complementation, luminescence; percent of 30 µM serotonin response | AID 624169;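 active means activation above a run cutoff, the mean activation of all tested compounds plus 3 SD, cut at about 14% in these data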;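 further: 0% = plate median of compound wells and 100% = 30 µM serotonin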
Cardio protect: modulators protecting cardiomyocytes from myocardial damage | protection from H2O2 cell death, % at 20 µM | H9c2 cardiomyocytes, H2O2 injury protection, ATPLite, 2 h | 360,000 compounds, 0.63% hits;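 active means compounds giving at least 50% protection of heart cells from peroxide-induced death in the single-dose screen, raw or plate-pattern-corrected value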;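 further: 0% = DMSO wells with peroxide and 100% = DMSO wells without peroxide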
MC4R ag barr: agonists of human melanocortin 4 receptor (MC4R) beta-arrestin; P32245; U2OS MC4R beta-arrestin complementation, luminescence; percent of melanotan II response, DMSO zero; activation, % at 8.9 µM; 360,000 compounds, 0.98% hits; AID 540308;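 active means activation above a per-plate cutoff, the mean activation of sample wells on that plate plus 3 SD, cut at about 8% in these data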
Glyco luc inh: blocks N-linked glycosylation in D54 reporter cells; D54 ERlucT glycosylation luciferase reporter, 24 h; percent of 100 nM tunicamycin response; 360,000 compounds, 0.23% hits; reporter increase, % at 12.5 µM; AID 588692;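 active means mean luciferase reporter signal, scaled so untreated is 0 and the glycosylation-blocking control 100, at or above a set limit in every replicate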;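 further: luciferase carries N-glycosylation sites so blocking glycosylation raises the light; 0% = median of neutral control wells and 100% = median of 100 nM tunicamycin wells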
ABCB6 inh MLPCN: inhibitors of human ABC transporter ABCB6. Q9NP58. K562-ABCB6 porphyrin accumulation, flow cytometry, 1 h; hits give low values. fluorescence ratio to DMSO, % at 10 µM. 360,000 compounds, 0.19% hits;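 active means fluorescence ratio to DMSO below 75%, the collection mean minus 3 SD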;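 further: signal is porphyrin accumulated inside mitochondria; 100% equals median channel fluorescence of DMSO control wells; lower ratio means ABCB6 inhibition with less porphyrin fluorescence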
MC4R antagonist: blocks human MC4R cAMP signaling. 360,000 compounds, 0.48% hits. inhibition, % at 6.5 µM. MC4R-expressing cells, MTII-stimulated cAMP, LANCE TR-FRET. P32245;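 active means inhibition above its plate's cutoff, the mean of tested wells on that plate plus 3 SD, cut at about 29% in these data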;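 further: 0% = Melanotan II alone and 100% = Melanotan II plus saturating MCL0020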
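material = U2OS cells stably expressing human melanocortin 4 receptor (MC4R) | also added = Melanotan II challenge | dosing = single nominal compound dose of 6.5 µM | detection = TR-FRET with Eu-cAMP and labeled anti-cAMP, 671 nm | replication = singlicate | timing = compound 30 min, challenge 1 h, detection 1 h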
NOD2 RIPK2 PPI: NOD2-RIPK2 protein interaction inhibition; O43353; CHO BLA complementation NOD2-RIPK2, CCF4 ratio; inhibition, % at 4.98 µM; 360,000 compounds, 0.38% hits; AID 624267; in the data active means inhibition above about 21%;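 further: 0% = vehicle only and 100% = reference blocker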
TLR9-MyD88 inh: inhibitors of human TLR9-MyD88 binding; Q9NR96+Q99836; CHO BLA complementation TLR9-MyD88, CCF4 FRET ratio; inhibition, % at 4.98 µM; 340,000 compounds, 0.21% hits; AID 504734;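 active means inhibition above the mean over all tested compounds plus 3 SD, cut at about 21% in these data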;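 further: 0% = DMSO only wells and 100% = clavulanate BLA inhibitor control wells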
ABHD5-PLIN5 inh: inhibitors of human ABHD5-perilipin-5 interaction; inhibition, % at 4 µM; Q00G26+Q8WTS1; AID 602281; 360,000 compounds, 0.78% hits; Split G. princeps luciferase complementation, luminescence, 4 h;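 active means inhibition above the mean inhibition across every tested compound plus 3 SD, cut at about 22% in these data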;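 further: 0% = DMSO only wells and the 100% control is not disclosed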
Numbers without * were called inactive; nt = not tested or not shown. A portion of the library. The share of hits here may be higher or lower than overall.

SMILES	NCOA2 inhibitor	HTR2A ag	Cardio protect	MC4R ag barr	Glyco luc inh	ABCB6 inh MLPCN	MC4R antagonist	NOD2 RIPK2 PPI	TLR9-MyD88 inh	ABHD5-PLIN5 inh
COc1ccc(N(C)C(=O)C2CCCN2S(=O)(=O)c2cccc3nsnc23)c(OC)c1 (stereo not given)	nt	4	-2	1.0	1	95	5	6	0	3
COC(=O)c1ccc(CN2C(=O)NC3(CCC(C)CC3)C2=O)cc1 (stereo not given)	-49	0	-6	-2.4	2	100	-1	6	-2	4
Cc1cccc(N(C(=O)CNC(=O)c2cccs2)C(C(=O)NC2CCCC2)c2ccncc2)c1 (stereo not given)	13	8	-1	-2.2	1	96	3	4	-10	-9
O=C(CSc1nnc(NC(=O)c2c(F)cccc2F)s1)NCc1ccc(F)cc1	-11	11	-6	-4.0	-1	97	1	-1	-20	6
CCN(CC)CCNC(=O)c1ccc(NC(=O)C2CC(=O)N(CCc3ccc(OC)c(OC)c3)C2)cc1 (stereo not given)	-18	3	-1	-0.6	2	96	8	5	-4	-7
COc1cccc(C(=O)Nc2c(C)n[nH]c2C)c1	-14	0	4	-1.4	2	95	1	-4	7	3
Cc1ccc(S(=O)(=O)N2CCC(C(=O)N3CCCCCCC3)CC2)cc1	1	0	-4	-1.4	2	100	-3	2	6	-3
COc1ccc(C)cc1NS(=O)(=O)c1ccc(NC(=O)CN(c2cc([N+](=O)[O-])ccc2C)S(C)(=O)=O)cc1	37	-5	-2	-1.2	-4	91	19	-10	4	21
Cc1cc(C)c(NC(=O)C2CC(=O)N(Cc3ccccc3)C2)c(C)c1 (stereo not given)	3	7	-2	-1.9	-1	96	0	-8	1	-1
CCOC(=O)c1sc(NC(=O)c2ccc3nc[nH]c3c2)nc1C	-42	-1	8	0.4	0	95	-2	-5	-1	6
Cc1cccc(C)c1C(=NCCN(C)C)c1ccccc1	5	-6	-3	0.0	-2	97	16	-20	-2	-2
CCOC(=O)c1cc(-c2ccccc2)sc1NC(=O)CC(C)C	15	-5	-17	0.8	-2	97	3	-6	-8	-7
CCOC(=O)C(C)(C)N(Cc1cccc(C)c1)S(=O)(=O)c1ccc(Cl)c([N+](=O)[O-])c1	21	1	-13	0.8	0	92	54*	15	-2	-9
Cc1c(S(=O)(=O)N2CCN(C(=O)c3ccco3)CC2)c(=O)n(C)c(=O)n1C	18	-3	7	-1.0	5	101	14	0	4	7
COc1cccc(CN2CCN(C(=O)c3ccc(-c4ccccc4)cc3)CC2)c1OC	-4	3	-10	-1.0	-1	97	-4	-4	10	-4
COc1ccc(C(=O)Nc2ccnn2C2CCN(Cc3ccn[nH]3)CC2)cc1	12	-4	4	-0.5	0	106	7	1	-15	-5
COc1ccc(Cn2c(C)cc3c(c2=O)C(c2cccs2)C(C#N)=C(N)O3)cc1OC (stereo not given)	-6	-3	-2	-0.2	-4	104	23	7	-9	3
CC(C)(C)c1cc(CP(=O)(c2ccccc2)c2ccccc2)cc(C(C)(C)C)c1O	4	1	13	3.8	-5	98	16	3	-17	-2
COc1cccc(C(=O)C2CCCN(Cc3cn[nH]c3C3CCCCC3)C2)c1 (stereo not given)	5	-10	-12	-1.1	-2	102	4	-3	nt	-4
CC(C)(C)Nc1nc(N)nc(Cl)n1	-14	-3	10	-1.2	-1	96	-9	-1	0	-1
Clc1ccccc1-c1nnc2sc(-c3ccc4c(c3)OCO4)nn12	-18	0	3	4.3	9	100	-18	6	-1	-1
O=C(NCCNS(=O)(=O)c1ccc(C(F)(F)F)cc1)N1CCOCC1	12	-4	1	2.2	-2	103	21	2	12	-1
O=C(Cc1cccc(NC(=O)C2CCCN(C(=O)C3CCCC3)C2)c1)Nc1ccc(C(=O)N2CCCCC2)cc1 (stereo not given)	-9	3	-20	-1.3	-2	94	-1	-4	2	9
COc1cc(C2C(C(=O)c3ccc(C)o3)=C(O)C(=O)N2c2cc(C)on2)ccc1OCc1ccccc1 (stereo not given)	-12	-3	1	-2.6	0	88	6	-19	0	-12
O=C1CC[C@@H]2CC3(C[C@@H]4CCN1[C@H]24)Nc1cc(Cl)ccc1NC3=NC1CCCCC1 (stereo not given in full)	-44	-2	2	-0.1	2	106	9	-2	-6	-3
O=C(COC(=O)CCN=C1NS(=O)(=O)c2ccccc21)NC1CCCCCCC1	-14	-2	2	-2.1	1	94	6	-6	7	3
CCCC1CCC(C(=O)Nn2cnc3ccccc3c2=O)CC1 (stereo not given)	9	7	46	1.7	17	93	-3	-6	5	5
CC1=C(C#N)C(NC(=O)c2ccccc2Cl)(C(F)(F)F)C(=O)N1 (stereo not given)	1	-1	1	-1.1	-2	92	1	-2	-1	-8
COc1ccccc1C(O)P(=O)(OC1CCCCC1)OC1CCCCC1 (stereo not given)	0	-1	0	-2.3	-3	102	2	2	-14	5
Cc1cc(C)n2nc(C(=O)NC(C)(C)C)nc2n1	-8	1	-11	-0.7	3	100	0	-19	-2	-3
C[C@H]1CN([C@@H](C)CO)C(=O)c2cc(Br)cnc2O[C@H]1CN(C)C(=O)c1cccnc1	-20	0	-5	-0.7	2	98	1	-5	-4	-6
O=C(O)CCCSCC(=O)Nc1ccccc1	-5	-2	4	1.0	1	106	-4	-9	-3	-2
N#CCCN(C(=O)CSc1nc(-c2ccccc2)cn1N)c1ccc(F)cc1	-9	5	4	-1.5	2	95	10	-8	-8	1
CC(C)CC(N)c1csc(NC(=O)Nc2ccccc2-c2ccccc2)n1 (stereo not given)	-16	1	-16	4.1	-6	99	0	0	nt	-1
COc1ccc(NC(=O)COc2ccc(Br)cc2)c(OC)c1	-9	2	-3	2.9	-1	97	6	-5	1	-7
COC(=O)N/N=C/c1c[nH]c2ccccc12	-1	4	1	-2.5	1	100	4	-11	2	2
CCOC(=O)c1c(NC(=O)CNC2CCCc3ccccc32)sc(C(N)=O)c1C (stereo not given)	-4	-1	-12	8.7*	-2	99	25	-8	2	2
O=C(COc1ccccc1C(=O)N/N=C\c1ccc(O)c(O)c1)N/N=C/c1ccc(O)c(O)c1	nt	-2	54*	-2.5	-4	91	1	0	-6	1
COc1ccc(Cc2nnc(N/N=C/c3ccc(N(C)C)cc3)[nH]c2=O)cc1OC	-30	-4	1	0.7	3	97	7	0	3	10
O=C1CC(c2ccccc2)CC(=O)C1Sc1ccc(Cl)cc1 (stereo not given)	-26	0	-1	-1.8	2	104	2	-6	-1	-1
c1ccc(-c2nccc(-c3ccco3)n2)nc1	-2	5	-4	-1.6	2	102	-6	-12	3	-2
COc1ccccc1C(=O)N1CCN(C(=O)[C@H]2O[C@@H](n3cnc4c(N)ncnc43)[C@H](O)[C@@H]2O)CC1	10	1	0	nt	-1	98	nt	-1	nt	-4
CCN(CC)C(=O)CSc1nc(C)cc(-c2cccs2)c1C#N	6	-5	-2	-1.7	-5	89	2	-2	-2	0
CN(C)S(=O)(=O)c1ccc(C(=O)Nc2nc(-c3cccs3)cs2)cc1	18	1	-18	0.8	-6	91	12	-5	5	0
O=C(NNS(=O)(=O)c1ccc(Br)cc1)C1CCCCC1	-16	5	4	-1.2	-1	100	-2	2	-3	3
CCCn1nc(C(=O)NNC(=O)CSC(C)C(=O)Nc2cc(C)on2)c2ccccc2c1=O (stereo not given)	5	0	-2	-0.2	-1	101	-2	-9	5	-1
O=C(NCc1cccs1)c1cc2ccccc2o1	-52	-3	-2	0.4	-1	94	-4	5	-3	-2
CCCN1CNC(=S)N(c2ccccc2OC)C1	-23	5	2	-3.3	3	99	3	-8	4	4
Cc1cc(NC(=O)C2CC(=O)N(c3ccccc3C)C2)no1 (stereo not given)	6	6	1	0.2	3	98	11	5	5	1
CCC(=O)Nc1ccc2c(c1)nc1n2CCN(CCOC)C1	-24	2	1	-1.9	0	101	0	-3	1	7
CN(C(=O)CCNC(=O)Cn1cnc2ccccc2c1=O)c1ccc(Br)cc1	0	-9	-2	-2.2	1	97	12	-1	0	-1
Cc1cc(C(=O)COc2ccccc2Cl)c(C)n1C1CC1	-53	-13	-22	-0.1	-5	103	1	-4	-16	-2
O=C1N(c2ccccc2)C(=Nc2ccccc2)SC12CC2	9	5	-3	-1.3	-2	95	-3	2	3	-7
COc1ccc(CCC(=O)Nc2cc(S(=O)(=O)N3CCCCC3)ccc2N(C)C)cc1	10	0	-4	0.3	-1	100	-1	-9	-1	-3
COc1ccc(NC(=O)CCS(=O)(=O)c2ccc(OC)cc2)cc1	8	-3	-8	-1.4	nt	98	6	-11	-16	-2
COc1ccc(C(=O)CSc2nnc(CNC(=O)c3ccccc3)o2)cc1	2	4	-3	-0.9	nt	100	-1	-4	-10	3
CC1(C)CC2CC(C)(CN2c2ncnc3ccccc23)C1 (stereo not given)	18	-1	-14	0.9	-1	102	7	-12	-5	4
CC(C(=O)N1CCCCC1)n1ncn2cccc2c1=O (stereo not given)	-6	0	-2	-1.2	1	110	0	-2	-9	2
C=CCn1c(C)cc(/C([O-])=C(/C(=S)Nc2ccc(OC(F)F)cc2)[n+]2ccc(N(C)C)cc2)c1C	14	-4	-5	2.1	1	96	29*	-2	-19	-8
CCC(=O)N1CCc2cc(S(=O)(=O)CCC(=O)NCCc3ccc(OC)c(OC)c3)ccc21	4	1	4	-2.5	0	97	5	-16	-6	1
Later entries.
SMILES	NCOA2 inhibitor	HTR2A ag	Cardio protect	MC4R ag barr	Glyco luc inh	ABCB6 inh MLPCN	MC4R antagonist	NOD2 RIPK2 PPI	TLR9-MyD88 inh	ABHD5-PLIN5 inh
Nc1nc2ccccc2cc1C(=O)NCc1ccc(Cl)cc1Cl	nt	0	nt	nt	nt	92	nt	-7	nt	-7
COc1ccc(Cl)cc1C(=O)N(Cc1nc(-c2cccc(C)c2)no1)C(C)C	13	1	-38	1.1	-5	94	8	4	9	9
CC1CCN(C(=O)CN2C(=O)c3ccccc3S2(=O)=O)CC1	-36	2	9	-0.6	-9	96	20	-27	-1	-2
Cc1cc(C)cc(NC(=O)COC(=O)C2CC3C=CC2C3)c1 (stereo not given)	11	2	-2	2.2	1	95	-5	-5	5	4
O=C(Nc1ccc(Br)cc1F)C1CCCN(S(=O)(=O)c2cnc[nH]2)C1 (stereo not given)	-11	2	-4	-0.1	-1	97	7	-4	2	1
Cn1c2ccccc2c2nnc(SCC(=O)Nc3cccc(O)c3)nc21	-26	5	-10	-2.1	2	99	4	0	-3	5
CC(c1ccc(F)cc1)n1cc(C(=O)NCc2ccccn2)nn1 (stereo not given)	11	-2	-1	-1.2	2	87	1	-12	2	-7
CC(C)(C)NC(=O)C(c1ccc(O)cc1)N(Cc1ccccc1)C(=O)CCC(=O)Nc1nccs1 (stereo not given)	-7	-6	1	0.5	1	88	3	1	-2	-6

Assay outcomes from PubChem BioAssay.
